# Assay outcomes (PubChem BioAssay)
# GLP1R ag: qHTS of GLP-1 Receptor Agonists; Glucagon-like peptide 1 receptor (Homo sapiens), P43220; hit rate 0.007% among 380,000; Potency, µM (titrated, usually from 45.6 µM), without a hit: top-dose activation, most hits filed as activators; HEK293 GLP-1R CRE-luciferase, luminescence, 4-6 h; cells express a hypersensitive GLP-1R form; also: potency is read from the fitted curve at half-maximal effect; % of control where 0% means no effect
# Target sequence (P43220 whole entry, looked up): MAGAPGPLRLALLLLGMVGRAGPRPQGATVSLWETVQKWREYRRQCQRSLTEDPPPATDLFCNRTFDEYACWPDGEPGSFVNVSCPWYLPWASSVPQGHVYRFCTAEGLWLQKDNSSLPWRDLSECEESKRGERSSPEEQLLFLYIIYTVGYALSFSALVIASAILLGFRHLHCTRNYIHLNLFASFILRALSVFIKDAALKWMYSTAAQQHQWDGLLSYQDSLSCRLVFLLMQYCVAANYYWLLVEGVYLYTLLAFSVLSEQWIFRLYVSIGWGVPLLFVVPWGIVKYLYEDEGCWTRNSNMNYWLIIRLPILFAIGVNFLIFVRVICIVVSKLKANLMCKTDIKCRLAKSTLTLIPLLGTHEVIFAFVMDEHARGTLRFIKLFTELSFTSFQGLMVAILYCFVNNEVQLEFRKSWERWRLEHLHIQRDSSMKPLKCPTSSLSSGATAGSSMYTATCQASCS
# DRD3 antagonist: qHTS of D3 Dopamine Receptor Antagonist: qHTS | hit rate 2.5% among 360,000 | max response, negative = inhibition, % | D3R cells, DiscoveRx beta-arrestin luminescence, antagonist mode; active compounds read low; in the data active = max response below about -50%; inconclusive = no clear call, values can overlap the other calls; also: % is scaled to controls: 0 for no effect and ±100 for the full control effect; mostly tested at two doses, the higher about 12 µM
#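 Cells plated overnight at 1500 cells/well, then exposed to library compounds with dopamine controls for 90 minutes at 37 degrees C. DiscoveRx reagent added for 30–60 minutes at room temperature; luminescence read, quantitative HTS format.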
# Akt phos inh: HTS Assay for Inhibitors of Akt Phophorylation: Primary Screen. Neuro2A IGF-stimulated pAkt S473 HTRF, 20 min; active compounds read low. activity change, % for hits at 50 µM. hit rate 0.32% among 360,000; in the data active = activity change below about -80%; inconclusive = mostly about -51% to -80%; also: % is scaled to controls: 0 for no effect and ±100 for the full control effect
#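 Neuro2A cells in DMEM with 0.5% FBS, overnight at 37 deg C, given compound at single 50 µM final, then IGF (6 nM final) for 20 min at 37 deg C. Lysed; phospho-Akt Ser473 by HTRF after 24 h, 665/615 ratio.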
# GLP-1R inv ag: qHTS of GLP-1 Receptor Inverse Agonists (Inhibition Mode); Glucagon-like peptide 1 receptor (Homo sapiens), P43220; HEK293 GLP-1R CRE-luciferase, luminescence, 24 h; GLP-1R form is constitutively active; Potency, µM (doses to about 38.3 µM), for inactives: at the highest dose activity change, negative = inhibition, hits mostly inhibitors; hit rate 1.6% among 410,000; AID 624417, 2012; also: potency is read from the fitted curve at half-maximal effect; % is scaled to controls: 0 for no effect and ±100 for the full control effect; nearly all actives have a fitted effect of over 55% in size
#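 Cells are plated, allowed 12 hours at 37 deg C, then treated with compounds for 24 hr before luciferase detection reagent is added and luminescence is read after 12 min at room temperature. The HEK293 line carries constitutively active GLP-1R with a cAMP-responsive reporter.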
# FUS suppressor: qHTS for Suppressors of FUS Proteinopathy: Primary screen using FUS-linked yeast assay. AID 1347120, 2019. Potency, µM (titrated, usually from 76.6 µM), without a hit: top-dose growth rescue (activation), actives largely listed as activators. S. cerevisiae FUS-expressing, growth rescue, OD600, 24 h. hit rate 0.24% among 390,000;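 also: potency is read from the fitted curve at half-maximal effect; plate controls were DMSO vehicle for no effect and reference control for full effect; nearly all actives have a fitted effect of over 55% in size; some results filed as inactive show a strong effect at the top dose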
#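 Yeast expressing FUS under galactose induction, OD 0.005 in 2% galactose medium; compounds in a dilution series, 24 h at 30C. Growth rescue by absorbance at 600 nm; CP55940 positive control, DMSO negative.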
# Abeta rescue: qHTS for compounds that reverse cellular toxicity of Amyloid beta (A-beta) peptide in yeast: Primary Screen | yeast expressing A-beta42, growth rescue, OD600, 48 h; response scale: 0% DMSO, 100% iron-clioquinol control | Potency, µM (series often up to 46.1 µM), for inactives: at the top dose growth rescue, usual class: activators | hit rate 0.063% among 410,000 | AID 1347071, 2019; also: potency is read from the fitted curve at half-maximal effect; nearly all actives have a fitted effect of over 55% in size
#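 Yeast A-beta toxicity model in growth medium with pinned compounds, 48 h at 30 C; growth read as absorbance at 600 nm. Normalized to FeCl3/clioquinol equimolar mix (positive) and DMSO (negative).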
# PTHR1 agonist: qHTS for PTHR1 Agonists: Primary Screen | Parathyroid hormone/parathyroid hormone-related peptide receptor (Homo sapiens), Q03431 | HEK293 GP2 PTHR1 cells, GloSensor cAMP luminescence, 1 h | Potency, µM (top dose mostly 115 µM), inactives show at the top dose activation, usual class: activators | AID 743266, 2014 | hit rate 0.075% among 410,000; also: potency is read from the fitted curve at half-maximal effect; nearly all actives have a fitted effect of over 55% in size; some results filed as inactive show a strong effect at the top dose; inactives centre near -15; many of its hits are not listed in these tables
# Target sequence (Q03431 whole entry, looked up): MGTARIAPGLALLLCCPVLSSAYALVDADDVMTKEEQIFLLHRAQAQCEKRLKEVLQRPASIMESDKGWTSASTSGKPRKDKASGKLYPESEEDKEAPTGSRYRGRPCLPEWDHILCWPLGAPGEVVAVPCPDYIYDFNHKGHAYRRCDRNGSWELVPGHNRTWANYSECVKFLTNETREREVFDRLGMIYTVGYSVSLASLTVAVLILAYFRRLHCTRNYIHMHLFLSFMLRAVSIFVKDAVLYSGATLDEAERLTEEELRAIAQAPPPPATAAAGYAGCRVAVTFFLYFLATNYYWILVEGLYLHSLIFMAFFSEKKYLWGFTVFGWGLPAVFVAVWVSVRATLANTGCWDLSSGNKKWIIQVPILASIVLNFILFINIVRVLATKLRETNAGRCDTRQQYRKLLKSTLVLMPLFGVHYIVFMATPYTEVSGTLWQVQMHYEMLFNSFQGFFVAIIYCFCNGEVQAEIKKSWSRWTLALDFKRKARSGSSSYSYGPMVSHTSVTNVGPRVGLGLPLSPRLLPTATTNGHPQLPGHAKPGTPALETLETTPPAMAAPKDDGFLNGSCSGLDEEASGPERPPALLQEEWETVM
#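 HEK-293-derived GP2 cells expressing PTHR1 and a GloSensor cAMP reporter, 3,000/well, plated overnight, given luciferin plus IBMX (each 0.5 mM as added) for 1 h at 37 °C, then compound for 1 h at 37 °C. Luminescence was read after 15 min at room temperature.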
# aSyn rescue: qHTS of alpha-syn Inhibitors | hit rate 0.14% among 370,000 | Potency, µM (doses to about 46.1 µM), inactives show at the highest dose growth rescue (activation), hits mostly activators | Yeast expressing alpha-synuclein, growth rescue, BacTiter-Glo, 24 h; also: potency is read from the fitted curve at half-maximal effect; % of control where 0% means no effect; nearly all actives have a fitted effect of over 65% in size
#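 Galactose-induced alpha-syn yeast (OD600=0.02, raffinose-pregrown) + pinned cpd, 24 hr, 30 deg C; growth by BacTiter-Glo luminescence. Growth restoration scores as activation.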
# TDP-43 yeast inh: qHTS of TDP-43 Inhibitors. hit rate 1.8% among 410,000. Potency, µM (highest dose often 46.1 µM), for the others: top-dose growth rescue (activation), hits mostly activators. TDP-43 expressing yeast growth rescue, BacTiter-Glo, 24 h; also: potency is read from the fitted curve at half-maximal effect; % of control where 0% means no effect; nearly all actives have a fitted effect of over 50% in size
#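 Readout is BacTiter-Glo luminescence of cell growth, so inhibitors register as activators. TDP-43-expressing yeast at OD600=0.02 in galactose medium, after raffinose pregrowth to mid-log, were incubated with compound for 24 hr at 30 deg C.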
# Starred values were filed as active, the others as inactive; i = inactive; ? = inconclusive; . = not tested or not shown; & = joins results of further samples; [ ] = another dose, or the depositor's remark. Unless noted, calls follow the shape of the dose curve; as a rule, active = well fitted curve in the direction sought with a large enough effect; inconclusive = small, poorly fitted or top-dose-only effect, or another doubt; inactive = no such curve, though single readings can be large; an effect the other way counts as inactive or inconclusive. These rows are one share of the data; the hit share may differ from the screen's.
SMILES,GLP1R ag,DRD3 antagonist,Akt phos inh,GLP-1R inv ag,FUS suppressor,Abeta rescue,PTHR1 agonist,aSyn rescue,TDP-43 yeast inh
COc1ccc(-n2nnnc2C(c2ccccc2OC(F)(F)F)N2CCC3(CC2)C(=O)NCN3c2ccccc2)cc1 (centres undefined),-1%,71,i,?,37%,11%,-8%,11%,0%
C=CCn1c(O)c(C(C)=Nc2ccc3c(c2)CCC3)c(=O)[nH]c1=O,15%,-7,i,18%,6%,-16%,-10%,-9%,14%
COc1ccc(Nc2nc(NC(C)C)nc3ccsc23)cc1OC,9%,61,i,-26%,0%,-9%,-3%,?,29%
O=C1C2CCCN2C(c2cccnc2)N1c1ccc(Cl)c(Cl)c1 (centres undefined),11%,-6,i,-19%,27%,6%,-17%,5%,-1%
CCC1(CCc2ccncc2)C(=O)NC(=O)NC1=O,-8%,12,i,14%,3%,3%,i,-1%,-1%
O=C1NC(=O)C(=Cc2ccco2)C(=O)N1,-1%,5,i,3%,0%,9%,-69%[inhibitor],1%,-4%
N#CC(c1cccnc1)N1CCOCC1 (centres undefined),1%,4,i,1%,-22%,-6%,i,2%,15%
Cc1cccc(CN2CCCC(C(=O)c3cccc(OC(C)C)c3)C2)n1 (centres undefined),9%,6,i,?,-23%,-18%,-21%,0%,-8%
Cc1cccc(Cn2cccc(C(=O)Nc3cc(C)on3)c2=O)c1,.,.,.,15%,4%,-14%,i,.,11%
COc1ccccc1CCNCc1cc2c(cc1[N+](=O)[O-])OCO2,10%,-56*,i,-16%,18%,-6%,12%,-2%,-4%
COC(=O)[C@H]1C[C@@H]1[C@H](NP(=O)(c1ccccc1)c1ccccc1)c1ccccc1,1%,16,i,-2%,-9%,9%,-13%,1%,12%
C=CCCC1(C2=CCCCC2)C(=O)NC(=O)NC1=O,-1%,-11,i,-6%,.,-3%,-7%,-5%,-2%
CCN1CCC(O)(c2ccccc2)C(C(=O)c2ccccc2)C1 (centres undefined),-4%,?,i,0%,-24%,6%,-3%[57.5 µM],-10%,-6%
COC(=O)C1=C(c2ccc(F)cc2F)C[C@@H]2CC[C@H]1N2C(=O)NC(C)C,-1%,?,i,22%,12%,-7%,-10%,-2%,-13%
O=P(Nc1ccccc1)(Nc1ccccc1)Oc1ccccc1,9%,12,i,?,10%,3%,-5%,13%,14%
CCOc1ccc2[nH]c(=O)c(CN(CCO)C3(c4nnnn4C4CCCCC4)CCCCC3)cc2c1,3%,-14,i,42%[activator],-9%,-6%,-4%,-1%,1%
O=c1c2ccccc2nc(-c2ccccc2)n1-c1ccccc1,14%,-7,i,5µM*,12%,-10%,i,0%,12%
Cc1ccc(Cn2cccc(C(=O)Nc3ccc4c(c3)OCO4)c2=O)cc1,.,.,.,6%,-2%,-13%,-13%,.,5%
C[C@@H]1CN([C@H](C)CO)C(=O)CCCn2nncc2CO[C@H]1CN(C)C(=O)Oc1ccccc1,-1%,-24,i,7%,-4%,2%,-14%,-2%,4%
O=C(c1ccc2c(=O)n(Cc3ccc4c(c3)OCO4)c(=S)[nH]c2c1)N1CCC2(CC1)OCCO2,-8%,16,i,28%,?,-5%,-5%,-2%,-16%
O=C(c1ccccc1)C1NC1c1ccccc1 (centres undefined),-1%,-1,i,-26%,-13%,23%,i,4%,30%
Cc1cccc(OCC(=O)N2CCN(Cc3ccncc3)CC2)c1,2%,-77*,i,0%,14%,0%,-23%[57.5 µM],-13%,2%
O=C(O)c1ccc(N=Cc2c(O)n(Cc3ccc(F)cc3)c(=O)[nH]c2=O)cc1,-6%,2,i,8%,-7%,-3%,16%,-6%,1%
Cc1c(C(=O)C(=O)N2CCOCC2)c2ccccc2n1Cc1ccccc1,9%,-7,i,-21%,4%,1%,-3%,0%,-7%
CN1CCN(c2ncnc3ccc(Br)cc23)CC1,-9%,-29,i,?,-17%,1%,-6%,-5%,-6%
O=C1CN=C(c2ccccc2)c2ccccc2N1,4%,11,i,27%,-5%,4%,-8%,0%,-4%
C[C@@H]1CN([C@@H](C)CO)C(=O)CCCn2nncc2CO[C@H]1CN(C)C(=O)Oc1ccc2ccccc2c1,-7%,0,i,19%,19%,-3%,-18%,-2%,6%
Fc1cccc(-c2ccc3c(c2)CN(c2cccc(Cl)c2)Cc2cnnn2-3)c1,-1%,22,i,26%,?,-16%,-26%,13%,11%
CCCCC1(CCO)C(=O)NC(=S)NC1=O,13%,-13,i,1%,-1%,2%,i,-4%,-22%
CC(=O)N1CN2CN(C(C)=O)CC(C(=O)c3ccccc3)(C2)C1,-2%,-4,i,0%,17%,?,0%,0%,-16%
Nc1ccccc1C(=O)OCC(=O)c1ccc2c(c1)OCCO2,-7%,-9,i,?,-14%,-17%,-23%,-12%,-24%
O=C(Nc1ccccc1C(=O)N/N=C/c1ccco1)c1ccccc1Cl,-1%,-20,i,30%[activator],32%,-4%,i,-16%,2%
CC(C)(C)C(=O)N1Cc2cc(N3CCCCC3)ccc2-n2nncc2C1,4%,84,i,16%,-4%,-11%,-6%,4%,?
COc1ccc(C(C)=O)cc1CC(C(=O)c1ccc(C)cc1)N(C)C (centres undefined),2%,-7,i,21%,1%,-10%,-18%,5%,-6%
COc1cccc(CN2CC=C(c3ccc(F)cc3)CC2)c1,-5%,-77*,i,?,3%,-6%,-5%,7%,7%
O=C1NC(=O)N(CCc2ccc(F)cc2)C(=O)/C1=C/c1cccs1,-21%,-17,i,4%[0.307 µM],23%,?,-28%,-3%,-16%
C[C@]12CCC3C(CC[C@H]4[C@@H](O)[C@H](O)CC[C@]34C)C1CCC2=O (some centres undefined),2%,11,i,19%,-8%,3%,i,15%,-1%
CC(C)(C)[C@]1(O)C[C@@H]2OC(=O)C[C@@]23C(=O)O[C@@H]2OC(=O)[C@H](O)[C@]213,-4%,53,i,18%,-27%,-2%,-14%,2%,4%
Cc1sc(-n2c(C)cc(C=C3C(=O)NC(=O)NC3=O)c2C)c(C#N)c1C,4%,-10,i,?,26%,-10%,-15%,-3%,-22%[0.397 µM]
CN1CN(c2ccccc2)C2(CCN(CCCSc3ccccc3NC(=O)/C=C/c3ccccc3)CC2)C1=O,-5%,-107*,i,?,.,12%,i,3%,11%
CC(=O)NCC1=C(c2cccc3ccccc23)C[C@@H]2CC[C@H]1N2Cc1ccco1,-5%,?,i,-16%,6%,-4%,-2%,-4%,15%
CCN(CC)C(=O)c1ccc(NC(=O)Cn2nc(-c3ccc(C)cc3)c3ccccc3c2=O)cc1,.,.,.,8%,-6%,10%,i,.,0%
O=c1c2ccccc2nc(/C=C/c2ccc(O)cc2)n1-c1cccc(O)c1,18%,20,i,-18%,-3%,-2%,i,1%,-4%
N=C1c2ccccc2CN1NC(=O)C1CC1,-3%,-11,i,4%,-4%,-4%,-16%,-1%,11%
O=C(C1CCN(S(=O)(=O)c2ccc(Br)s2)CC1)N1CCN(c2cccc(C(F)(F)F)c2)CC1,.,.,.,?,11%,1%,i,.,11%
O=C1CN=C(c2ccccc2)c2cc(Cl)ccc2N1,25%&9%,-15,.,-2%,-31%,-23%,-8%,11%,22%
O=C1NCN(c2ccccc2)C12CCN(C(c1cc3ccccc3o1)c1nnnn1C1CCCCC1)CC2 (centres undefined),-2%,37,i,?,11µM*,29%,-5%,17%,26%
COc1cc2c(cc1OC)C1C(=O)c3ccc4c(c3OC1CO2)CC(C(C)C)O4 (centres undefined),11%,37,i,-83%,36%,5%,i,5%,20%
CN1OC[C@@H]2CN[C@H](c3ccccc3Br)C[C@@H]21,-3%,31,i,21%,-30%,5%,i,6%,13%
CCN(CC)C(=O)c1ccc(NC(=O)c2sccc2-c2ccccc2)cc1,8%,-24,i,?,26%,4%,-25%,-6%,0%
CCN1CCN(c2ccc(NC(C)=O)cc2Cl)CC1,-4%,-7,i,15%,-6%,-6%,-20%,-4%,-1%
CCOC(=O)C(O)(c1ccc(NC(=O)c2ccc(Cl)c(Cl)c2)cc1)C(F)(F)F (centres undefined),1%,8,i,5µM*,36%,?,-15%,26%,?
CC1C=CCCC12C(=O)NC(=O)NC2=O (centres undefined),8%,12,i,9%,.,0%,i,-5%,-7%
O/N=C/c1c[nH]c2ccccc12,1%,0,i,5%,-29%,-1%[9.22 µM],i,-2%,21%
CCOC(=O)C(O)(c1ccc(N(CC)C(=O)COc2ccccc2)cc1)C(F)(F)F (centres undefined),0%,-8,i,?,.,3%,-22%,0%,1%
CC(=NCCC1=CCCCC1)c1c(O)n(-c2ccccc2)c(=O)[nH]c1=O,12%,-6,i,?,6%,-14%,-10%,-5%,-3%

# Arranged by SMILES length (largest number first): some entries from above
SMILES,GLP1R ag,DRD3 antagonist,Akt phos inh,GLP-1R inv ag,FUS suppressor,Abeta rescue,PTHR1 agonist,aSyn rescue,TDP-43 yeast inh
CCOC(=O)C(O)(c1ccc(NC(=O)c2ccc(Cl)c(Cl)c2)cc1)C(F)(F)F (centres undefined),1%,8,i,5µM*,36%,?,-15%,26%,?
CN1OC[C@@H]2CN[C@H](c3ccccc3Br)C[C@@H]21,-3%,31,i,21%,-30%,5%,i,6%,13%
CC1C=CCCC12C(=O)NC(=O)NC2=O (centres undefined),8%,12,i,9%,.,0%,i,-5%,-7%
